p97 inhibitor – inhibitors of human p97 ATPase. P55072. recombinant p97 ATPase, Kinase-Glo ATP luminescence, 3 h. inhibition, % at 8 µM. 220,000 compounds, 0.42% hits. AID 1481; in the data active = inhibition above about 15%;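 also: 0% = DMSO vehicle and 100% = wells lacking enzyme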
Furin inhibitor – human furin inhibition | inhibition, % at 30 µM | 220,000 compounds, 0.061% hits | purified furin, fluorogenic substrate cleavage; in the data active = inhibition above about 25%; also: inactives centre near -15
p47phox inh – blocks human p47phox regulatory protein of NADPH oxidases. 220,000 compounds, 0.53% hits. P14598. inhibition, % at 24.7 µM. p47phox/p22phox peptide binding, fluorescence polarization, 2 h;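 active = inhibition above about 30%, limit read from the data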;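 also: 0% = p47phox with labelled peptide and 100% = labelled peptide alone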
Target sequence (P14598 whole entry, looked up): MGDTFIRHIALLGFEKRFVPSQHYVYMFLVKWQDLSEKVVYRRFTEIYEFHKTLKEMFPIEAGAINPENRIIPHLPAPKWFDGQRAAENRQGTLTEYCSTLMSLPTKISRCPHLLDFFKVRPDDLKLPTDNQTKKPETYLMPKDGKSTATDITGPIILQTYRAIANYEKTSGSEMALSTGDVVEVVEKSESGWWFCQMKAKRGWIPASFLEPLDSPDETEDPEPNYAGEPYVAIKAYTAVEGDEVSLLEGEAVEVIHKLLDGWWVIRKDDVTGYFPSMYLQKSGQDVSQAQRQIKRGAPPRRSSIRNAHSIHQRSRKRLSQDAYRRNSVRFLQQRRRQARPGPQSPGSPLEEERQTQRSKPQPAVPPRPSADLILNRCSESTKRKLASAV
Ba/F3 V617F tox – lowers viability of Ba/F3 cells expressing EpoR and JAK2V617F | inhibition, % at 5.6 µM | AID 1446 | ATP luminescence | 220,000 compounds, 1.1% hits;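 active = inhibition above the campaign mean plus 3 SD over all tested compounds, cut at about 24% in these data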;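 also: cytokine-independent growth of Ba/F3 cells driven by EpoR plus mutant JAK2; 0% = DMSO-treated cells and 100% = JAK inhibitor I control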
PGE2 EP2 inh – EP2 receptor (human) inhibition. C6 glioma cells expressing human EP2, cAMP TR-FRET; cells stimulated with saturating PGE2. 260,000 compounds, 0.52% hits. inhibition, % at 25 µM. AID 1422;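 active = percent inhibition above 40 after rounding to a whole number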;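 also: rat C6 glioma host cells with rolipram phosphodiesterase inhibitor present; the protocol text gives 20 µM as final concentration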
Target sequence (P43116 whole entry, looked up): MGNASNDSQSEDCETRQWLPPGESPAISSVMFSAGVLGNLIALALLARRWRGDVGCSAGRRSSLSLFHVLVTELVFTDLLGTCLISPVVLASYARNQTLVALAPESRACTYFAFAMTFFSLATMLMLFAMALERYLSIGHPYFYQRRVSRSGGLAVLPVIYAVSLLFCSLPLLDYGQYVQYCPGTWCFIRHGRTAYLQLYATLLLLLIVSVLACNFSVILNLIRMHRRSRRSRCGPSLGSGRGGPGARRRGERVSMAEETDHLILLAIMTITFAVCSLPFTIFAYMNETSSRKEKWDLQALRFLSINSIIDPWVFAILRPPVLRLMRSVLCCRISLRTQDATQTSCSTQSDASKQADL
PPC-1+TRAIL kill – kills PPC-1 cancer cells in the presence of TRAIL. PPC-1 cells + TRAIL, ATPLite viability luminescence. cell killing (% activity), % at 4 µM. 220,000 compounds, 0.41% hits;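 active = cell killing above 50% in the first pass at 4 µM, then a duplicate retest at 5 µM averaging 50% or more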;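 also: plate controls were cells with TRAIL plus DMSO for no effect and medium-only wells lacking cells for full effect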
RBBP9 inh – human RBBP9 hydrolase inhibition. O75884. recombinant RBBP9, FP-Rh probe fluorescence polarization. inhibition, % at 7.94 µM. 220,000 compounds, 0.2% hits;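 active = inhibition above the campaign mean of all tested compounds plus 3 SD, cut at about 14% in these data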;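 also: plate controls were DMSO wells with RBBP9 for no effect and wells lacking RBBP9 protein for full effect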
Target sequence (O75884 whole entry, looked up): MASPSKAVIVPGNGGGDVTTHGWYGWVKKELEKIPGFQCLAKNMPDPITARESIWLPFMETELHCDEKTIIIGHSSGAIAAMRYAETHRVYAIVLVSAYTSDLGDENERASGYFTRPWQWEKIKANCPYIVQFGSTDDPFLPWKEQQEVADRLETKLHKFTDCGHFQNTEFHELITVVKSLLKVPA
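Material: RBBP9 protein. Amount: RBBP9 at 2.5 µM in dispensed solution, before mixing. Schedule: 30 min then 45 min, 25 °C. Medium: Tris buffer pH 8.0, NaCl, Pluronic. Measured by: fluorescence polarization. Measure: percent inhibition from mP, scaled between DMSO and no-protein wells. Replication: one well per compound.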
TbHK1 inh – T. brucei hexokinase 1 inhibition | 220,000 compounds, 0.11% hits | recombinant TbHK1, G6PDH-coupled NADH A340 | inhibition, % at 10 µM;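 active = inhibition of 50% or more in the single-dose primary screen; inactive = inhibition below 50%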
BaF3 tox – counter-screen for JAK2V617F inhibitors: parental Ba/F3 viability inhibitors; 220,000 compounds, 1.1% hits; AID 1486; CellTiter-Glo ATP luminescence; inhibition, % at 5.6 µM;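 active = inhibition above a per-campaign cutoff, the mean inhibition of all tested compounds plus 3 SD, cut at about 27% in these data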;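 also: 0% = DMSO wells and 100% = JAK Inhibitor I control wells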
* marks the source's active call; other numbers are inactive results; & = joins results of further samples; [ ] = remark or other dose.

Results for Fc1ccccc1Cn1nnc2c(NCCc3ccccn3)ncnc21 ?
p97 inhibitor: 3; Furin inhibitor: -11; p47phox inh: 1; Ba/F3 V617F tox: -2; PGE2 EP2 inh: 10; PPC-1+TRAIL kill: -14; RBBP9 inh: -1; TbHK1 inh: -1; BaF3 tox: 6

Results for COCC(=O)N1CCCC(C(=O)c2ccc(Oc3ccccc3)cc2)C1 (stereo unspecified) ?
p97 inhibitor: -4; Furin inhibitor: -22; p47phox inh: -10; Ba/F3 V617F tox: -3; PGE2 EP2 inh: 7; PPC-1+TRAIL kill: 8; RBBP9 inh: -7; TbHK1 inh: -6; BaF3 tox: 7

How did Cc1ccc(C)n1-c1ccc(C(=O)NN)s1 do in these assays?
p97 inhibitor: 6; Furin inhibitor: -20; p47phox inh: -6; Ba/F3 V617F tox: -4; PGE2 EP2 inh: 10; PPC-1+TRAIL kill: 8; RBBP9 inh: -2; TbHK1 inh: -6; BaF3 tox: 0

Results for CCOC(=O)c1[nH]c2ccc(F)cc2c1N=C(C)N(CC)CC ?
p97 inhibitor: -1; Furin inhibitor: -31; p47phox inh: -5; Ba/F3 V617F tox: -1; PGE2 EP2 inh: 21; PPC-1+TRAIL kill: 6; RBBP9 inh: 2; TbHK1 inh: -10; BaF3 tox: -1

Results for COc1ccc(C)cc1NC(=O)NC(C)c1ccncc1 (stereo unspecified) ?
p97 inhibitor: 13; Furin inhibitor: -5; p47phox inh: -5; Ba/F3 V617F tox: 8; PGE2 EP2 inh: 1; PPC-1+TRAIL kill: 10; RBBP9 inh: -4; TbHK1 inh: 7; BaF3 tox: 5

Results for Cn1c(N2CCOCC2)c(/C=N/OC(=O)c2cccnc2Cl)c2ccccc21 ?
p97 inhibitor: -1; Furin inhibitor: -16; p47phox inh: 1; Ba/F3 V617F tox: 0; PGE2 EP2 inh: 4; PPC-1+TRAIL kill: 21; RBBP9 inh: -11; TbHK1 inh: -3; BaF3 tox: 2

Results for Oc1ccc(C=Nc2cccc3ncccc23)c(O)c1 ?
p97 inhibitor: 9; Furin inhibitor: -16[20 µM]; p47phox inh: -10; Ba/F3 V617F tox: 52*; PGE2 EP2 inh: 10; PPC-1+TRAIL kill: 12; RBBP9 inh: -2; TbHK1 inh: -34; BaF3 tox: 16

Results for O=C(CSCc1cccc(F)c1)N1CCN(c2ccccc2)CC1 ?
p97 inhibitor: 2; Furin inhibitor: -20; p47phox inh: -11; Ba/F3 V617F tox: 0; PGE2 EP2 inh: 6; PPC-1+TRAIL kill: 2; RBBP9 inh: -10; TbHK1 inh: -2; BaF3 tox: 9

What do the screens show for `CCOC(=O)C1CCN(Cc2nnnn2CCc2ccccc2)CC1`?
p97 inhibitor: 2; Furin inhibitor: -38; p47phox inh: -5; Ba/F3 V617F tox: -2; PGE2 EP2 inh: 6; PPC-1+TRAIL kill: 7; RBBP9 inh: -1; TbHK1 inh: 2; BaF3 tox: 2

What do the screens show for `O=S(=O)(c1ccc(F)cc1)N1CCN=C1SCc1cccnc1`?
p97 inhibitor: 1; Furin inhibitor: -14; p47phox inh: -2; Ba/F3 V617F tox: 6; PGE2 EP2 inh: 5; PPC-1+TRAIL kill: 8; RBBP9 inh: 5; TbHK1 inh: 2; BaF3 tox: 14

How did Cc1noc(C)c1CSc1ncnc2sc3c(c12)CCCCC3 do in these assays?
p97 inhibitor: 4; Furin inhibitor: -8; p47phox inh: -12; Ba/F3 V617F tox: -4; PGE2 EP2 inh: 9; PPC-1+TRAIL kill: 8; RBBP9 inh: -2; TbHK1 inh: -1; BaF3 tox: -3

Results for O=C(/C(=C/c1ccccc1)n1cncn1)c1ccc(Cl)cc1Cl ?
p97 inhibitor: 5; Furin inhibitor: -18; p47phox inh: 10; Ba/F3 V617F tox: -4; PGE2 EP2 inh: 26; PPC-1+TRAIL kill: 14; RBBP9 inh: -9; TbHK1 inh: 16; BaF3 tox: 2

How did CCn1c(=O)c2cc(C(=O)NC(C)C)sc2c2ccccc21 do in these assays?
p97 inhibitor: 15*; Furin inhibitor: -28; p47phox inh: -43; Ba/F3 V617F tox: 1; PGE2 EP2 inh: 9; PPC-1+TRAIL kill: 7; RBBP9 inh: -4; TbHK1 inh: -28; BaF3 tox: 1

What do the screens show for `COc1cc(N2CCOCC2)ccc1C=C(C#N)C#N`?
p97 inhibitor: -3; Furin inhibitor: -3; p47phox inh: 10; Ba/F3 V617F tox: 1; PGE2 EP2 inh: 21; PPC-1+TRAIL kill: 38; RBBP9 inh: -4; TbHK1 inh: 3; BaF3 tox: 3

Results for NNC(=O)c1ncoc1-c1ccc(Cl)cc1 ?
p97 inhibitor: 2; Furin inhibitor: -18; p47phox inh: -13; Ba/F3 V617F tox: -2; PGE2 EP2 inh: 12; PPC-1+TRAIL kill: -3; RBBP9 inh: -2; TbHK1 inh: -9; BaF3 tox: -1

What do the screens show for `O=S(=O)(c1ccc(-n2cnnn2)cc1)N(C1CCCCC1)C1CCCCC1`?
p97 inhibitor: 4; Furin inhibitor: -25; p47phox inh: 8; Ba/F3 V617F tox: -1; PGE2 EP2 inh: 5&9; PPC-1+TRAIL kill: -10; RBBP9 inh: -8; TbHK1 inh: 47; BaF3 tox: 3

How did CN(C(=O)Nc1ccc(S(=O)(=O)N(C)C)cc1)C1CCCCC1 do in these assays?
p97 inhibitor: -2; Furin inhibitor: -4[20 µM]; p47phox inh: 2; Ba/F3 V617F tox: 7; PGE2 EP2 inh: 12; PPC-1+TRAIL kill: 8; RBBP9 inh: -4; TbHK1 inh: 7; BaF3 tox: 10

Results for CCN(CC)S(=O)(=O)c1csc(C(=O)Nc2ccccn2)c1 ?
p97 inhibitor: 0; Furin inhibitor: -6[20 µM]; p47phox inh: -4; Ba/F3 V617F tox: 1; PGE2 EP2 inh: 5&9; PPC-1+TRAIL kill: 18; RBBP9 inh: 0; TbHK1 inh: 4; BaF3 tox: 7

How did O=C(/C=C/c1cccc(Cl)c1)NCCN1CCOCC1 do in these assays?
p97 inhibitor: -2; Furin inhibitor: -17; p47phox inh: -1; Ba/F3 V617F tox: 3; PGE2 EP2 inh: 5; PPC-1+TRAIL kill: -16; RBBP9 inh: -5; TbHK1 inh: 2; BaF3 tox: 12

Results for Cc1ccc(S(=O)(=O)NCC(=O)NCC(=O)OCc2c(F)cccc2Cl)cc1 ?
p97 inhibitor: 1; Furin inhibitor: -23; p47phox inh: -14; Ba/F3 V617F tox: -1; PGE2 EP2 inh: 5; PPC-1+TRAIL kill: -8; RBBP9 inh: 4; TbHK1 inh: -8; BaF3 tox: 3

The list goes on (two carried over from the part before).
How did O=C(/C=C/c1cccc(Cl)c1)NCCN1CCOCC1 do in these assays?
p97 inhibitor: -2; Furin inhibitor: -17; p47phox inh: -1; Ba/F3 V617F tox: 3; PGE2 EP2 inh: 5; PPC-1+TRAIL kill: -16; RBBP9 inh: -5; TbHK1 inh: 2; BaF3 tox: 12

Results for Cc1ccc(S(=O)(=O)NCC(=O)NCC(=O)OCc2c(F)cccc2Cl)cc1 ?
p97 inhibitor: 1; Furin inhibitor: -23; p47phox inh: -14; Ba/F3 V617F tox: -1; PGE2 EP2 inh: 5; PPC-1+TRAIL kill: -8; RBBP9 inh: 4; TbHK1 inh: -8; BaF3 tox: 3

Results for CC1(C)Cc2c(sc(NC(=O)c3ccco3)c2C(=O)O)CO1 ?
p97 inhibitor: -2; Furin inhibitor: -10[20 µM]; p47phox inh: -12; Ba/F3 V617F tox: 2; PGE2 EP2 inh: 13&14; PPC-1+TRAIL kill: 14; RBBP9 inh: -7; TbHK1 inh: -44; BaF3 tox: 3

Results for C=CCN1C(=O)C2C(C(=O)NCc3ccccc3)C3C=CC2(O3)C1C(=O)NC(C)(C)C (stereo unspecified) ?
p97 inhibitor: -3; Furin inhibitor: -20; p47phox inh: -10; Ba/F3 V617F tox: 3; PGE2 EP2 inh: 11&8; PPC-1+TRAIL kill: -10; RBBP9 inh: 8; TbHK1 inh: 2; BaF3 tox: 4

How did O=C(O)/C=C/C(=O)Nc1ccc(SC(F)(F)F)cc1 do in these assays?
p97 inhibitor: 3; Furin inhibitor: -13; p47phox inh: -12; Ba/F3 V617F tox: 1; PGE2 EP2 inh: 12; PPC-1+TRAIL kill: -13; RBBP9 inh: -5; TbHK1 inh: 5; BaF3 tox: 4

Results for CCO[C@@H]1OC(C(=O)N2CCCCCCC2)=C[C@H](c2csc3ccccc23)[C@H]1CCCO ?
p97 inhibitor: -4; Furin inhibitor: -21; Ba/F3 V617F tox: -2; PPC-1+TRAIL kill: -2; RBBP9 inh: -1; TbHK1 inh: -8; BaF3 tox: 1

How did C/C(=N\NC(=S)NCc1ccccc1)c1ccc2c(c1)OCCO2 do in these assays?
p97 inhibitor: 3; Furin inhibitor: -26; p47phox inh: -15; Ba/F3 V617F tox: -2; PGE2 EP2 inh: 8; PPC-1+TRAIL kill: 21; RBBP9 inh: -7; TbHK1 inh: -4; BaF3 tox: 4

How did CCC(C)NC(=O)c1ccc(NC(=O)C2CCCO2)cc1 (stereo unspecified) do in these assays?
p97 inhibitor: 1; Furin inhibitor: -34; p47phox inh: -6; Ba/F3 V617F tox: -4; PGE2 EP2 inh: 8; PPC-1+TRAIL kill: 19; RBBP9 inh: -4; TbHK1 inh: 3; BaF3 tox: 1

Results for O=C(NC1CC1)C1=C[C@@H](c2ccc(Br)cc2)C[C@@H](OCCCCO)O1 ?
p97 inhibitor: 0; Furin inhibitor: -27; Ba/F3 V617F tox: 2; PGE2 EP2 inh: 10; PPC-1+TRAIL kill: 7; RBBP9 inh: 0; TbHK1 inh: -7; BaF3 tox: -3

Results for Cc1ccc(-c2cc(C(=O)OCn3nnc4ccccc4c3=O)c3ccccc3n2)cc1 ?
p97 inhibitor: 3; Furin inhibitor: -28; p47phox inh: -19; Ba/F3 V617F tox: -3; PGE2 EP2 inh: 9; PPC-1+TRAIL kill: 26; RBBP9 inh: 8; TbHK1 inh: -7; BaF3 tox: 1

Results for CSCC[C@H](NC(=O)OC(C)(C)C)C(=O)N/N=C/c1ccc2nccnc2c1 ?
p97 inhibitor: -10; Furin inhibitor: -4; p47phox inh: 3; Ba/F3 V617F tox: 5; PGE2 EP2 inh: 0; PPC-1+TRAIL kill: 10; RBBP9 inh: -4; TbHK1 inh: -28; BaF3 tox: -1

What do the screens show for `COC(=O)[C@@]1(Cc2ccc(F)cc2)[C@H]2c3cc(C(=O)N(C)C)n(Cc4c(CO)[nH]cc(C)c4=O)c3C[C@H]2CN1C(=O)c1ccccc1`?
p97 inhibitor: -4; Furin inhibitor: -12; p47phox inh: -7; Ba/F3 V617F tox: 1; PGE2 EP2 inh: 2; PPC-1+TRAIL kill: 27; RBBP9 inh: -2; TbHK1 inh: -9; BaF3 tox: 8

Results for CC(CCc1ccccc1)NCC(O)c1ccc(O)c(C(N)=O)c1 (stereo unspecified) ?
p97 inhibitor: -1; Furin inhibitor: -15; p47phox inh: -1; Ba/F3 V617F tox: 2; PGE2 EP2 inh: 10&13&8; PPC-1+TRAIL kill: -1; RBBP9 inh: 1; TbHK1 inh: -22; BaF3 tox: 9

Results for Cc1c(Cc2ccccc2)sc(NC(=O)Cc2ccccc2)c1C(N)=O ?
p97 inhibitor: -7; Furin inhibitor: 4[20 µM]; Ba/F3 V617F tox: 7; PGE2 EP2 inh: 16; RBBP9 inh: -4; TbHK1 inh: 7; BaF3 tox: 9

How did COc1ccc(C2CC(c3ccc(OC)cc3)n3nc(NC(=O)c4cccs4)nc3N2)cc1 (stereo unspecified) do in these assays?
p97 inhibitor: -4; Furin inhibitor: 8[20 µM]; p47phox inh: -10; Ba/F3 V617F tox: 8; PGE2 EP2 inh: 7; PPC-1+TRAIL kill: 25; RBBP9 inh: -2; TbHK1 inh: 9; BaF3 tox: 16

High-throughput results (PubChem BioAssay)

Only part of the results is shown; rates above refer to the full screens.
